CHT inh – inhibitors of human choline transporter CHT; actives 0.86% (n = 310,000); CHT-expressing cells, membrane potential dye, choline response; stronger effect = lower value; B-score at 10 µM; AID 488975; Q9GZV3;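 active means B-score over 3 SD under the library average, and starting fluorescence ratio not unusually high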;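 further: choline stimulus applied at its EC90 after an EC20 pre-addition; B-score computed on integrated fluorescence ratio after choline addition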
Target sequence (Q9GZV3 whole entry, looked up): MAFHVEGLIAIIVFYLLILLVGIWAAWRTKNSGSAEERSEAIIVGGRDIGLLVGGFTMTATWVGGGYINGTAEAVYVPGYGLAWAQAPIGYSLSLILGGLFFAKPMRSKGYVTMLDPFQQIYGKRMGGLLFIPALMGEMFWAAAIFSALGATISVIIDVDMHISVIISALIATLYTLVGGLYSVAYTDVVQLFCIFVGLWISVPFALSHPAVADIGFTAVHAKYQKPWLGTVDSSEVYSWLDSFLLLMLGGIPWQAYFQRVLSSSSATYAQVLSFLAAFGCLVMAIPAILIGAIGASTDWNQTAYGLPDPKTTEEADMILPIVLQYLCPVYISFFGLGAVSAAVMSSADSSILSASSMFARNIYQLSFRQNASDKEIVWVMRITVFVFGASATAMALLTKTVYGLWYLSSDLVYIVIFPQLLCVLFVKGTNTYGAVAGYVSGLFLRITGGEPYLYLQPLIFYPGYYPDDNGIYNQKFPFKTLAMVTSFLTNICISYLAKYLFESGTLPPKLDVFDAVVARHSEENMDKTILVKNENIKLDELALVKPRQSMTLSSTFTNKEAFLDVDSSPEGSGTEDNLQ
CHT allo act – human CHT allosteric activation; CHT-expressing cells, membrane potential dye, choline EC20; stronger effect = higher value; LV-AA mutant CHT in HEK293 cells; B-score at 10 µM; actives 0.49% (n = 310,000); AID 488977;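 active means initial fluorescence not abnormally high and integrated response B-score, plate-corrected, over 3 SD above library mean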
* = called active by the depositor; i = inactive. Random draw from the library; overall some 1.4% were active at least once.

canonical_smiles	CHT inh	CHT allo act
CC(CCc1ccccc1)NC(=O)COC(=O)CC1CC2CCC1C2 (configuration not stated)	i	i
COc1ccccc1C(=O)Nc1ccc(Br)cc1C	i	i
COc1cc(C(=O)NCc2nnc(SCC(=O)Nc3cccc(C(F)(F)F)c3)o2)cc(OC)c1OC	i	i
CC(OC(=O)Cn1[nH]c(=O)c2ccccc2c1=O)C(=O)Nc1ccc(F)cc1Cl (configuration not stated)	i	i
O=C(CCCN1C(=O)c2cccc3cccc(c23)C1=O)NCc1cccnc1	i	i
CCCCn1c(-c2nn(C)cc2Cl)n[nH]c1=S	i	i
O=C1CCC(C(=O)NCCCn2ccnc2)N1 (configuration not stated)	i	i
COCCOC1CCN(C(=O)C2CCC(=O)N(CCc3ccccc3)C2)CC1 (configuration not stated)	i	i
Cc1cc(NC(=O)Cc2ccccc2C)no1	i	i
Cc1cc(NC(=S)NC(=O)/C=C/c2ccc(S(=O)(=O)N3CCOCC3)cc2)ccc1Br	i	i
COc1ccc(NC(=O)Nc2ccccc2F)cc1Cl	i	i
CCCCN(CCCC)Cc1ccc(C(=O)NN)o1	i	i
CCOC(=O)c1[nH]c(C)c(C(=O)NCc2ccccn2)c1C	i	i
CC(C)(O)C#Cc1ccc(C(=O)N2CCC(CCC(=O)NC3CC3)CC2)cc1	i	i
CCOP(=O)(OCC)C(NC(=O)Nc1c(C)cc(C)cc1C)c1ccccc1 (configuration not stated)	-6*	i
COc1ccc(C(=O)OCC(=O)Nc2c(C)cccc2C)c(OC)c1OC	i	i
Cc1ccccc1NC(=O)Cn1nnc2ccccc21	i	i
O=C(OCc1ccccc1C(F)(F)F)c1cc([N+](=O)[O-])ccc1N1CCOCC1	i	i
Cc1noc(C)c1CSc1nnc(-c2cccnc2)n1C1CCCCC1C (configuration not stated)	i	i
COc1cccc(/C=N/n2cnc3cc(C)c(C)cc32)c1OC	i	i
O=C(CN1CCCCC1)N1c2ccccc2Oc2ccccc21	i	i
CC(C)CC(NC(=O)C(COCc1ccccc1)NC(=O)OC(C)(C)C)C(=O)NN (configuration not stated)	i	i
CCOC(=O)Cc1nnc(NC(=O)CSc2ccc(Cl)cc2)s1	i	i
C[C@@H](C(=O)N1CCN(C(=O)OC(C)(C)C)CC1)n1cc(CCC(=O)O)nn1	i	i
Cc1cccc(C(=O)NCC2CCN(C(=O)c3cccc(C)c3)CC2)c1	i	i
CSCCOC(=O)C1=C(C)NC(=O)NC1c1ccc2c(c1)OCO2 (configuration not stated)	i	i
NC(=O)CCC(NC(=S)Nc1ccccc1)C(=O)O (configuration not stated)	i	i
COC(=O)c1sccc1S(=O)(=O)Nc1ccc(C)cc1	i	i
Cn1c(Cc2ccccc2)nnc1SCc1ccc(C(=O)O)cc1	i	i
CC(=O)Nc1ccc(S(=O)(=O)NC(CC(=O)NCCC2=CCCCC2)C(C)C)cc1 (configuration not stated)	i	i
COc1ccccc1/C=N/NC(=O)C(=O)N1CCN(c2ccccc2OC)CC1	i	i
O=C(O)CCCC(=O)Nc1ccc(N2CCCC2)cc1	i	i
COc1ccc(CCNC(=O)COc2nsnc2N2CCOCC2)cc1OC	i	i
CCn1c(SCC(=O)NC2CC2)nnc1C(C)Oc1ccccc1 (configuration not stated)	i	i
CCOC(=O)c1c(C)oc2c1c(C(c1cccnc1)N1CCOCC1)c(O)c1ccccc12 (configuration not stated)	i	i
Cc1ccc(-n2c(SCC(=O)NCc3ccco3)nnc2-c2cccnc2)c(C)c1	i	i
CCN1CCc2c(OCc3ccccc3)cccc2C1=O	i	i
O=C(COC(=O)c1ccc(O)cc1O)Nc1ccc(Cl)cn1	i	i
CCOC(=O)N/N=C1\CCc2ccccc21	i	i
C=CCNc1oc(Cc2cccc3ccccc23)nc1C#N	i	i

Fetched by structure from the list above (five):
canonical_smiles	CHT inh	CHT allo act
C=CCNc1oc(Cc2cccc3ccccc23)nc1C#N	i	i
Cc1cccc(C(=O)NCC2CCN(C(=O)c3cccc(C)c3)CC2)c1	i	i
Cc1noc(C)c1CSc1nnc(-c2cccnc2)n1C1CCCCC1C (configuration not stated)	i	i
CC(OC(=O)Cn1[nH]c(=O)c2ccccc2c1=O)C(=O)Nc1ccc(F)cc1Cl (configuration not stated)	i	i
COc1ccc(CCNC(=O)COc2nsnc2N2CCOCC2)cc1OC	i	i

New compounds follow:
canonical_smiles	CHT inh	CHT allo act
O=C(N/C(=C\c1ccc(Br)cc1)C(=O)N1CCOCC1)c1ccc([N+](=O)[O-])cc1	i	i
COC(=O)c1c(NC(=O)CC2SC(N)=NC2=O)sc(C)c1C (configuration not stated)	i	i
CC(C)[C@H](NC(=O)c1ccccc1Cl)C(=O)NC1CCCCCC1	i	i
COC(=O)CN1C(=O)[C@H]2[C@@H](C3CC3)N3C(=O)CN(Cc4ccccn4)C(=O)[C@@]3(Cc3ccccc3)[C@H]2C1=O	i	i
CC(C)N1C(=O)C2C(c3ccccc3O)NC(C)(C(=O)O)C2C1=O (configuration not stated)	i	i
Cc1ccsc1/C=N/NC(=O)CNC(=O)c1cccc([N+](=O)[O-])c1C	i	i
Cc1cnn(C(=O)c2cc(-c3ccccc3)nc3ccccc23)c1	i	i
O=C(Nc1ccc([N+](=O)[O-])cc1)Nc1ccc2c(c1)OCCO2	i	i
CCOC(=O)CSc1nnc(SCCN2C(=O)c3ccccc3C2=O)s1	i	i
Cc1ccc(S(=O)(=O)C2(C(=O)NC3CCCCC3)CC2)cc1	i	i
CC1CCCC(C)N1C(=O)CNCc1ccc2c(c1)OCO2 (configuration not stated)	i	i
O=c1/c(=C\c2ccc3c(c2)OCO3)sc2n1CCCN=2	i	i
Cn1nc(C(=O)NCCOc2ccccc2)c2ccccc2c1=O	i	i
Cc1cnc(=O)[nH]c1SCC(=O)Nc1nccs1	i	i
Cc1cc(NC(=O)c2cccc(S(=O)(=O)N3c4ccccc4CC3C)c2)no1 (configuration not stated)	i	i
OCCN(CC(O)Cn1ccc2ccccc21)CC(O)Cn1ccc2ccccc21 (configuration not stated)	i	i
Cc1ccc(Cn2c(Sc3ncccn3)nc3c2c(=O)[nH]c(=O)n3C)cc1	i	i
O=C(N/C(=C/c1ccccc1)C(=O)N1CCCCC1)c1ccc(Br)o1	i	i
Cc1ccc(OCCCOc2cccc3cccnc23)cc1C	i	i
CN(C(=O)CSc1nnc(CNC(=O)c2ccccc2)o1)c1ccccc1	i	i

5 of these compounds, reformatted.
Second line of a record – CHT inh | CHT allo act
- Cc1ccsc1/C=N/NC(=O)CNC(=O)c1cccc([N+](=O)[O-])c1C
 : i | i
- Cc1ccc(S(=O)(=O)C2(C(=O)NC3CCCCC3)CC2)cc1
 : i | i
- CCOC(=O)CSc1nnc(SCCN2C(=O)c3ccccc3C2=O)s1
 : i | i
- Cn1nc(C(=O)NCCOc2ccccc2)c2ccccc2c1=O
 : i | i
- O=c1/c(=C\c2ccc3c(c2)OCO3)sc2n1CCCN=2
 : i | i

Additional compounds.
canonical_smiles	CHT inh	CHT allo act
CCCOc1ccc(C(O)CCNC(CC(=O)O)c2ccccc2)cc1 (configuration not stated)	i	i
CCOc1ccccc1/C=N/NC(=O)c1cccc(Cl)c1	i	i
COc1ccc(C2CC(c3ccccc3)=NN2C(=O)COC(=O)c2cccnc2)cc1 (configuration not stated)	i	i
O=C1c2ccccc2NC(c2cccc([N+](=O)[O-])c2)N1O (configuration not stated)	i	i
COc1ccc(-c2ccc(CCC(=O)O)n2CC2CCCO2)cc1 (configuration not stated)	i	i
CCC(C)n1ncn(-c2ccc(N3CCN(c4ccc(OC)cc4)CC3)cc2)c1=O (configuration not stated)	i	i
CCc1ccc(C2NC(=O)c3ccccc3O2)cc1 (configuration not stated)	i	i
O=C1Nc2ncccc2OC1CCCl (configuration not stated)	i	i
CCOC(=O)c1c(C=O)c(C)n(Cc2ccc(C)cc2)c1C	i	i
CCCOc1ccc(N2C(=O)CC(SC(=NC)Nc3ccc(F)cc3)C2=O)cc1 (configuration not stated)	i	i
Nc1ccc(Oc2ccc(Cl)cc2)cc1	i	i
CC(SCc1nc2sc3c(c2c(=O)[nH]1)CCCC3)C(=O)Nc1ccccn1 (configuration not stated)	i	i
O=C(COC(=O)c1ccc(NS(=O)(=O)c2cccs2)cc1O)Nc1nc2ccccc2s1	i	i
CCNC(=S)N/N=C/c1c(C)nn(-c2cccc(Cl)c2)c1Cl	i	i
Cc1cccc(N/C(=N\S(=O)(=O)c2ccccc2)C(F)(F)F)c1	i	i
O=C(CNC(=O)c1cccc(OC(F)F)c1)Nc1ccc(Cl)cc1	i	i
O=C(NCC(=O)N(Cc1cccs1)C(C(=O)NC1CCCC1)c1cccnc1)c1ccco1 (configuration not stated)	i	i
CN(c1ccccc1)c1nc(N)c([N+](=O)[O-])c(N2CCOCC2)n1	i	i
Cc1oc(CC(C)C)c(CN)c1C(=O)O	i	i
COc1ccc(NC(=O)c2cccc(N3C(=O)C4CCC(C)CC4C3=O)c2)c(OC)c1 (configuration not stated)	i	i
CCCC(C(=O)OCC)P(=O)(c1ccccc1)c1ccccc1 (configuration not stated)	i	i
COc1ccc(/C=N/NC(=O)Cc2csc(Nc3cccc(C(F)(F)F)c3)n2)cc1C	i	i
C/C(=N\NC(=O)c1ccc2ccccc2c1)c1cccs1	i	i
CCOC(=O)c1cc(-c2csc(-c3ccc(C(C)(C)C)cc3)n2)on1	i	i
CC1CCCC(C)N1C(=O)CSc1nnc(NC(=O)Cc2cccs2)s1 (configuration not stated)	i	i
O=C(Nc1ccccc1C(F)(F)F)c1cc(-c2ccccc2O)on1	i	i
O=C1[C@H]2[C@H]3[C@H](O)[C@H](O)C/C(=N\OC[C@@H](O)COCc4ccco4)[C@@H]3CC[C@H]2C(=O)N1c1ccc(F)cc1F	i	i
O=C(NCCc1ccccc1)c1ccc2nc(-c3ccco3)c(-c3ccco3)nc2c1	i	i
Cc1ccc(C2CCN(C(=O)Nc3ccc(F)cc3)C2)cc1 (configuration not stated)	i	i
COc1cccc(CN2CCNC(=O)C2CC(=O)N(C)CCc2ccccn2)c1OC (configuration not stated)	i	i
CC1CC(C)CN(C(=S)SCc2nc(N)nc(Nc3ccccc3)n2)C1 (configuration not stated)	i	i
CC(C)(C)n1nc2c(c1NC(=O)Cc1ccc(F)cc1)CS(=O)(=O)C2	i	i
Cc1ccc(C)c2[nH]c(=O)c(CN(Cc3nnnn3C3CCCCC3)CC3CCCO3)cc12 (configuration not stated)	i	i
COc1ccc(-c2noc(CN3CCCCC3c3nccn3C)n2)cc1 (configuration not stated)	i	11*
COc1ccc(C(=O)Nc2ccc(Cl)c(S(=O)(=O)Nc3ccccc3OC)c2)cc1	i	i
Brc1ccc(-c2nc3ncccn3c2NC2CCCCC2)o1	i	i
Cc1cc(O)c(NC(=O)c2ccc(Br)o2)cc1C	i	i
O=C(NCc1ccncc1)C(=O)N/N=C/c1ccc(OCc2ccccc2)cc1	i	i
Cc1ccc2c(c1)nnn2C1CCN(CC(=O)NCCc2nc3ccccc3[nH]2)CC1	i	i
CCCCN(CCCNC(=O)c1ccc(CS(=O)(=O)c2c(Cl)cccc2Cl)o1)Cc1ccccc1	i	i
CC1CCCN(C(=O)C2CCN(CC(C)c3ccccc3)CC2)C1 (configuration not stated)	i	i
Nc1c2c(nn1-c1ccc(F)cc1)CSC2	i	i
COc1ccc(CCNC(=O)C2CCC(CNS(=O)(=O)c3ccc(F)cc3)CC2)cc1OC (configuration not stated)	i	i
O=C(Nc1c2c(nn1-c1ccccc1)CS(=O)(=O)C2)c1ccc2c(c1)OCO2	i	i
Cc1cc(C)n(CC(=O)N/N=C/c2ccc([N+](=O)[O-])s2)n1	i	i
CCOC(=O)N1CCC(N2C(=O)c3ccccc3C2Nc2ccccc2)CC1 (configuration not stated)	i	i
COc1ccc(CCCC(=O)N/N=C/c2ccc(C)cc2)cc1	i	i
O=C(O)/C=C/C(=O)N1CCN(c2ccc(F)cc2)CC1	i	i
CSc1cccc(NC(=S)N(C(C)C)C(C)c2ccccn2)c1 (configuration not stated)	i	i
Cc1cc(NC(=O)c2ocnc2C)no1	i	i
O=C(NCCO)C1CCN(C(=O)c2ccc(-c3ccccc3)cc2)CC1	i	i
Cc1nc(N2CCOCC2)nc(OCCN(C)C)c1[N+](=O)[O-]	i	i
Cc1ccc(S(=O)(=O)NC(=O)Nc2nccs2)cc1	i	i
Cn1c(-c2ccccc2)cc2c3no[n+]([O-])c3ccc21	i	i
COc1ccc(C(=O)Nc2ccnn2C2CCN(C3CCC3)CC2)cc1	i	i
N#Cc1c(-c2ccco2)cc(-c2ccccn2)nc1N	i	i
Cc1ccc(C)c(NC(=O)c2cnn(-c3ccccc3)c2C)c1	i	i
Cc1ccc(S(=O)(=O)c2nc(-c3cccs3)oc2SCC(N)=O)cc1	i	i
O=S(=O)(c1ccc(S(=O)(=O)N2CCC3(CC2)OCCO3)cc1)N1CCCC1	i	i
O=C(OCn1nnc2ccccc2c1=O)c1cccnc1Cl	i	i

Next section.
canonical_smiles	CHT inh	CHT allo act
O=C(CN1CCN(CCO)CC1)Nc1ccccc1	i	i
O=C(COc1ccc(Cl)cc1)Nc1cccc(S(=O)(=O)NC2=NCCCCC2)c1	i	i
O=C(CSc1nccc(=O)[nH]1)c1ccco1	i	i
COC(=O)C1=C(C(=O)OC)[C@@H]2Nc3ccccc3[C@@]23C[C@@H](C(=O)OC)N(C(=O)c2ccco2)C3=N1	i	i
CCOC(=O)c1ccccc1NC(=O)c1cc2sccc2n1C	i	i

Source: PubChem (Johns Hopkins Ion Channel Center)
